Assay outcomes deposited in PubChem BioAssay by several laboratories.
DNA FID counter – fluorescent intercalator displacement, NS3 helicase counter-screen. inhibition, % at 7.9 µM. 290,000 tested, 0.17% active. DNA fluorescent intercalator displacement, fluorescence; in the data active = inhibition above about 37%;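 also: 0% = vehicle and 100% = reference compound; higher means more ethidium bromide displaced from hairpin DNA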
PHOSPHO1 block – inhibitors of human PHOSPHO1 phosphatase; Q8TCT1; recombinant PHOSPHO1, absorbance phosphatase assay; inhibition, % at 13.3 µM; 290,000 tested, 1.1% active; in the data active = inhibition above about 60%
Target sequence (Q8TCT1 whole entry, looked up): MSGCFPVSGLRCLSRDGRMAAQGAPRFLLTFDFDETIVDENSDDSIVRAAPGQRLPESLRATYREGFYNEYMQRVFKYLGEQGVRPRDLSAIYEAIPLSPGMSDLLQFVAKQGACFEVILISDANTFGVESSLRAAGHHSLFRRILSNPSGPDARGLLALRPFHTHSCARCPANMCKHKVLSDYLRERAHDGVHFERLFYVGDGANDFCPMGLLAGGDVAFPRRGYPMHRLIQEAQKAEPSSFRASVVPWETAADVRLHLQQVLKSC
IDE act – activators of human insulin-degrading enzyme in cells | activation, % at 5.96 µM | P14735 | AID 493087 | HEK cells, FAbeta-B cleavage, fluorescence polarization; 0% vehicle, 100% cell-free pure enzyme wells | 340,000 tested, 0.073% active;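 active = activation above the mean of all tested compounds plus 3 SD, set per screening campaign, cut at about 17% in these data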
p-CIP stab down – p/CIP protein destabilization. Q05BA5. F442A p/CIP-EGFP cells, EGFP fluorescence, 16 h. decrease of EGFP signal, % at 10 µM. 290,000 tested, 0.01% active. AID 1984;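 active = EGFP signal decrease of at least 30% at 10 µM or well 3 SD below plate mean, unless failing retest; inactive = the rest, including hits failing retest or dose response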; also: some compounds called inactive have numbers as strong as hits; many of its hits are not listed in these tables
MEKK3 PB1 HTS – MEKK3-MEK5 PB1 interaction, increase or decrease. 290,000 tested, 1.4% active. bead-based flow cytometry, Alexa488-MEK5 binding to MEKK3; actives lie on both sides; 0 = blocked by unlabeled MEK5, 100 = vehicle. binding response (% of control), % at 10 µM;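 active = binding response more than 3 SD above or below the average of its plate-row segment, actives on both sides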;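 also: Alexa488 bead fluorescence after subtracting the streptavidin-only scavenger bead signal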
Target sequence (Q99759 whole entry, looked up): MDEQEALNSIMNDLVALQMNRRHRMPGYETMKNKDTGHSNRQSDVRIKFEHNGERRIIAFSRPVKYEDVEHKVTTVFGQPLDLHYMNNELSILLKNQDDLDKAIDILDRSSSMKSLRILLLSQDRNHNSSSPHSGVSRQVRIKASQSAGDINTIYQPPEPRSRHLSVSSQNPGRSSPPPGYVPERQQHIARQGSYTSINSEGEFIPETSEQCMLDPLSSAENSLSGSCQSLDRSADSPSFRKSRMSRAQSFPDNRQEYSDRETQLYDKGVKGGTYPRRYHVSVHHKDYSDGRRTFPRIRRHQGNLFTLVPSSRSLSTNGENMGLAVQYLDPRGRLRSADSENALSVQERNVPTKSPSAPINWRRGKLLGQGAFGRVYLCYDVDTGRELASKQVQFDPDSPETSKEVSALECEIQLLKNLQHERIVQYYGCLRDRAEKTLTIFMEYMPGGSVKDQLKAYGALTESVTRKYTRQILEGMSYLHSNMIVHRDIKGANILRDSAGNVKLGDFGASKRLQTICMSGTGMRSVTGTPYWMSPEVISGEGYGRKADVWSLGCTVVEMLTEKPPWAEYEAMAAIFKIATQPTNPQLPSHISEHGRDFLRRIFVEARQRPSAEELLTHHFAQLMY
NS3 helicase inh – inhibitors of Hepatitis C virus NS3 helicase; AID 1800; 290,000 tested, 0.56% active; inhibition, % at 10.9 µM; NS3 helicase DNA unwinding, Cy5 molecular beacon fluorescence;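 active = inhibition above the mean of all tested compounds plus 3 SD, set per campaign, cut at about 35% in these data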;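 also: 0% = DMSO wells and 100% = thioflavine S control wells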
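Test system: hepatitis C virus NS3 helicase domain fragment enzyme. Also added: annealed dual-labelled DNA beacon duplex, ATP-started. Timing: 60 min unwinding reaction at 25 °C after ATP addition. Technique: Cy5 fluorescence. Measure: % inhibition of unwinding.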
UBC9 SUMO inh – blocks human SUMOylation mediated by UBC9; P63279; HTRF SUMOylation assay, SAE1/SAE2 + UBC9, in vitro; inhibition, % at 35 µM; 290,000 tested, 0.36% active; in the data active = inhibition above about 50%, passing the limit was not always enough; also: strong numbers were not always called active
Target sequence (P63279 whole entry, looked up): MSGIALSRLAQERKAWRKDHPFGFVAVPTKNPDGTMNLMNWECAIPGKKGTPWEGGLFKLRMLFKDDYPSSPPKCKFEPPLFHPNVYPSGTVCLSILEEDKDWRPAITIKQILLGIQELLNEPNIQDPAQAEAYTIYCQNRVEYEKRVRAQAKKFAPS
VIM-2 inhibitor – blocks Pseudomonas aeruginosa VIM-2 metallo-beta-lactamase | 290,000 tested, 0.89% active | purified VIM-2, nitrocefin hydrolysis, epi-absorbance fluorescence | inhibition, % at 5.6 µM | AID 1527;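 active = inhibition above the mean of all tested compounds plus 3 SD, cutoff set per screening run, cut at about 7.5% in these data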;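 also: red hydrolysis product quenches plate fluorescence so inhibitors raise well fluorescence; 0% = enzyme with DMSO and 100% = DMSO without enzyme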
IMP-1 inhibitor – blocks Pseudomonas aeruginosa IMP-1 metallo-beta-lactamase | purified IMP-1, nitrocefin hydrolysis, epi-absorbance fluorescence | inhibition, % at 5.6 µM | 290,000 tested, 0.45% active | AID 1556;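 active = inhibition above the mean plus 3 SD of all compounds in the same screening run, cut at about 4.5% in these data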;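 also: 0% = IMP-1 with DMSO and 100% = DMSO wells lacking enzyme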
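Assay system: purified IMP-1; Quantity: IMP-1 0.2 nM before substrate addition; Medium: HEPES buffer pH 7.1 with ZnSO4 and Brij 35; Incubation: 15 min enzyme–compound preincubation, then 25 min nitrocefin reaction, 25 °C; Signal: fluorescence quenching readout, ex 480/em 530 nm; Controls: DMSO with and without IMP-1; Repeats: singlicate testing.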
Numbers without * were called inactive; / = no result given. This is a subset, so the mix of outcomes need not match the whole.

SMILES | DNA FID counter | PHOSPHO1 block | IDE act | p-CIP stab down | MEKK3 PB1 HTS | NS3 helicase inh | UBC9 SUMO inh | VIM-2 inhibitor | IMP-1 inhibitor
Cc1cc(NC(=O)c2cc(-c3ccc(C)c(C)c3)nc3ccccc23)no1 | -11 | -17 | 3 | -4 | 101 | -10 | 7 | -2.1 | -2.0
O=C(O)C(=O)/C(=C\c1ccsc1)c1ccc2ccccc2n1 | -3 | 55 | 6 | -2 | 99 | 8 | -6 | 6.6 | -2.9
COc1ccc(-c2nnc(-c3cc(OC)c(OC)c(OC)c3)o2)cc1OC | -28 | -14 | 3 | -4 | 79 | 1 | 26 | 3.9 | -2.8
Cc1ccc(NC(=O)CNCc2ccc(Cl)cc2Cl)cc1S(=O)(=O)N(C)C | -2 | 16 | -2 | -4 | 103 | -24 | 10 | 1.0 | -0.3
COc1ccc(NC(=O)Cc2c(F)c(F)c(F)c(F)c2F)cc1OC | -5 | 44 | 2 | -11 | 98 | -3 | 30 | -2.3 | -3.3
CCCCCNC(=O)c1ccccc1SC | -3 | 22 | 9 | -6 | 100 | 5 | 14 | -4.5 | -4.0
Cc1nc(N(C)Cc2ccccc2)c2c(C)c(C)sc2n1 | -32 | -6 | -2 | -11 | 99 | 0 | 5 | -0.8 | -1.3
N#Cc1c(-c2ccc(F)cc2)cc(-c2cccs2)nc1SCC(=O)O | -5 | -12 | -1 | -4 | 101 | -9 | 7 | 0.1 | -0.7
CC(C(=O)NC1CC(C)(C)NC(C)(C)C1)c1ccc([N+](=O)[O-])cc1 (stereo not given) | 7 | 43 | -3 | -2 | 84 | 11 | 12 | -0.3 | -1.2
CCOc1ccccc1NC(=O)Nc1ccc(Br)cc1C | -3 | 15 | 7 | -6 | 78 | -7 | 13 | -0.2 | -0.2
COc1ccc(NC(=O)CC2SC(=N)N(c3ccccc3)C2=O)c(OC)c1 (stereo not given) | -14 | 30 | -2 | -5 | 97 | 7 | -5 | -0.9 | -0.7
Cc1nc(Cl)sc1C(=O)Nc1cccc2ccccc12 | -2 | 9 | 4 | -10 | 95 | 5 | -1 | -2.2 | -3.2
CNC(=O)COC(=O)Cc1ccc(Cl)cc1 | 2 | 24 | 1 | 5 | 88 | 6 | -2 | 1.4 | -0.6
COc1ccc(OC)c(NC(=O)Cn2c(=O)n(CC(=O)NCc3ccco3)c(=O)c3ccccc32)c1 | -2 | 1 | 1 | 1 | 97 | 3 | 5 | -1.6 | -0.6
CCOCCCN(C(=O)CNC(=O)c1ccco1)C(C(=O)NC1CCCC1)c1cccc(OC)c1 (stereo not given) | -35 | 36 | 4 | 3 | 106 | -1 | -4 | -3.3 | -1.6
Cc1cc(=O)[nH]c(Nc2ccccc2C)n1 | -4 | 24 | -1 | -12 | 106 | -12 | 7 | -1.8 | -3.3
COCCNC(=O)c1ccccc1NC(=O)c1cc(OC)cc(OC)c1 | -13 | 14 | -3 | 3 | 96 | 2 | -5 | -1.2 | -2.9
c1ccc(C2OCC3(CO2)COC(c2ccccc2)OC3)cc1 (stereo not given) | -7 | -149 | 5 | -24 | 100 | -4 | -26 | -2.0 | -2.3
OCC1(CCc2ccccc2)CCCN(CCCc2ccccc2)C1 (stereo not given) | 7 | / | 3 | 0 | 110 | -26 | 5 | -3.0 | -2.3
CC(=O)NC(Cc1ccc(F)cc1)C(=O)N1CCN(C(=O)NCc2ccccc2)CC1 (stereo not given) | -26 | -13 | 3 | -1 | 104 | 17 | 10 | -2.2 | -2.9
Clc1ncc(Cn2cccn2)s1 | -2 | 20 | 1 | -23 | 99 | 10 | -8 | -3.3 | -1.7
COc1ccc(-c2cc(C)no2)cc1S(=O)(=O)N1CCOc2ccccc21 | -22 | 18 | -4 | -6 | 96 | -8 | -3 | -2.7 | -0.4
ON=Cc1cccn1-c1ccccc1 | -2 | 19 | 1 | 2 | 101 | 6 | 17 | -1.7 | -2.6
COc1ccc(NC(=O)c2ccc3[nH]c(C)c(C)c3c2)c(OC)c1 | -17 | 23 | -3 | -10 | 94 | 6 | 8 | -2.0 | 0.1
S=C(NC1CCCCC1)N1CCn2cccc2C1c1cccnc1 (stereo not given) | 9 | -2 | -2 | 6 | 76 | 7 | 3 | 2.7 | -0.9
SMILES | DNA FID counter | PHOSPHO1 block | IDE act | p-CIP stab down | MEKK3 PB1 HTS | NS3 helicase inh | UBC9 SUMO inh | VIM-2 inhibitor | IMP-1 inhibitor
Cc1ccccc1N1C(=O)CC(N2CCN(C(=O)c3ccco3)CC2)C1=O (stereo not given) | -8 | 25 | 2 | -27 | 106 | 4 | 10 | -2.9 | -3.9
O=C(CCc1nnc(C2(c3ccc(Cl)cc3)CCC2)o1)N1CCCC(O)C1 (stereo not given) | -33 | 15 | 1 | -11 | 99 | -3 | 20 | -1.6 | -2.1
COC(=O)c1ccc(C(=O)OC)c(NC(=S)N2CCCC(C)C2)c1 (stereo not given) | -3 | 19 | -2 | 2 | 105 | 15 | 0 | 1.5 | -2.9
COc1cccc(CNC(=O)C2CCN(C(=O)N(C)C)CC2)c1 | 2 | 7 | 5 | -14 | 108 | 3 | -1 | -1.5 | -1.3
CCOC(=S)N/C(=N\S(=O)(=O)c1ccc(C)cc1)c1ccccc1 | 1 | 38 | 1 | -4 | 75 | 3 | -7 | -1.5 | -2.4
O=C(Nc1c(S(=O)(=O)c2ccccc2)csc1Br)c1ccccc1Cl | 0 | -45 | / | -9 | 104 | -1 | 0 | -3.5 | -3.1
O=C(Cn1cc2c(n1)CCCCC2)N1CCCCC1 | -2 | 13 | 3 | -9 | 97 | 3 | 21 | -2.9 | -2.6
CC1(C)CC(=O)C=C(NCCN2CCN(C(=S)Nc3ccc(F)cc3)CC2)C1 | -5 | 30 | 1 | -10 | 102 | 13 | 10 | -2.3 | -3.6
COc1ccc(-c2[nH]c(-c3ccc(F)cc3)nc2SCC(=O)NCc2ccco2)cc1OC | -16 | -4 | 4 | 1 | 116 | -7 | -1 | -2.3 | 1.2
Cc1ccc2c(c1)C(=O)C(=O)N2CC1COc2ccccc2O1 (stereo not given) | -9 | -8 | -3 | 0 | 100 | 8 | -1 | -1.3 | -4.4
c1cncc(-c2nnc3sc(-c4ccco4)nn23)c1 | -5 | 26 | -2 | -2 | 100 | 9 | 2 | 1.6 | -1.1
Cc1cccc(Nc2nnc(SCC(=O)Nc3ccccc3[N+](=O)[O-])s2)c1C | -24 | -21 | 1 | -11 | 111 | -5 | 5 | 3.6 | -3.7
C=CCOC(=O)C(=O)/C=C/c1coc2ccccc2c1=O | -22 | 40 | -7 | 0 | 99 | 6 | 16 | 8.3* | -0.8
CC(C)Oc1ccc(C2NC(=O)c3ccccc3O2)cc1 (stereo not given) | -7 | / | 6 | -71 | 108 | -11 | 10 | -1.6 | -1.8
CC1CCc2c(sc(NC(=O)c3cccs3)c2C(=O)O)C1 (stereo not given) | -9 | 6 | 5 | 9 | 100 | 22 | -7 | 3.0 | 1.4
Cc1cc2oc(C(=O)NCc3ccccc3)cc(=O)c2cc1C | -16 | -25 | 3 | 2 | 104 | -1 | 13 | -1.6 | -3.7
Cc1csc(N2CCCC2=O)n1 | -11 | 32 | 8 | -4 | 77 | -3 | 19 | -2.8 | -2.8
Cc1nonc1CN(C)C(=O)c1cc(COc2ccc(F)cc2Cl)on1 | -20 | 23 | -3 | -4 | 98 | -6 | 2 | 0.4 | -2.4
CN(C(=O)CCc1ccccc1F)C1CCCN(Cc2ccccc2F)C1 (stereo not given) | -12 | -2 | 2 | 3 | 106 | 1 | 10 | 0.1 | 0.2
CC(=O)Nc1ccc(S(=O)(=O)NNC(=S)NCc2ccco2)cc1 | -4 | 37 | -4 | 0 | 104 | 0 | 2 | -5.0 | -2.8
C=CCn1c(CCCOc2ccc(Cl)cc2Cl)n[nH]c1=S | -27 | 2 | 0 | -2 | 103 | -6 | -1 | -4.3 | -5.4
COC(=O)c1ccc(CSc2nc(C)nc3c2c(=O)n(C)c(=O)n3C)o1 | / | -20 | 4 | -3 | 101 | / | 2 | / | /
COc1cc(NC(=O)Cc2nn(C)c(=O)c3ccccc23)cc(OC)c1 | -7 | -25 | -1 | -22 | 105 | 0 | 13 | -1.0 | -2.5
CC(=O)c1ccc(-c2ccccc2[C@H]2[C@H]3C=CC[C@@H](C)[C@@H]3C(=O)N2Cc2ccccc2)cc1 | / | 35 | / | 3 | 97 | / | -20 | / | /
C/C(CC(=O)Nc1ccc(N(C)C)cc1)=N\NC(=O)c1ccc(Cl)cc1 | -21 | 11 | -4 | 10 | 99 | 17 | -17 | 0.9 | 0.3

Quoted at random: 4 compounds from above.
SMILES | DNA FID counter | PHOSPHO1 block | IDE act | p-CIP stab down | MEKK3 PB1 HTS | NS3 helicase inh | UBC9 SUMO inh | VIM-2 inhibitor | IMP-1 inhibitor
O=C(O)C(=O)/C(=C\c1ccsc1)c1ccc2ccccc2n1 | -3 | 55 | 6 | -2 | 99 | 8 | -6 | 6.6 | -2.9
CCCCCNC(=O)c1ccccc1SC | -3 | 22 | 9 | -6 | 100 | 5 | 14 | -4.5 | -4.0
c1cncc(-c2nnc3sc(-c4ccco4)nn23)c1 | -5 | 26 | -2 | -2 | 100 | 9 | 2 | 1.6 | -1.1
COC(=O)c1ccc(CSc2nc(C)nc3c2c(=O)n(C)c(=O)n3C)o1 | / | -20 | 4 | -3 | 101 | / | 2 | / | /

Carrying on:
SMILES | DNA FID counter | PHOSPHO1 block | IDE act | p-CIP stab down | MEKK3 PB1 HTS | NS3 helicase inh | UBC9 SUMO inh | VIM-2 inhibitor | IMP-1 inhibitor
O=C(Nc1cccc(-n2cnnn2)c1)c1cc2ccccc2o1 | -14 | 2 | -1 | -6 | 102 | 13 | 36 | -2.8 | -3.4
COc1ccc(/C(C)=N/NC(=O)CNC(=O)CCc2ccccc2)c(OC)c1 | -20 | 32 | 4 | 1 | 87 | -4 | 18 | -0.6 | -0.2
CC1CN(CCc2ccccc2)c2nc3c(c(=O)n(C)c(=O)n3C)n2C1 (stereo not given) | -37 | 49 | 0 | -15 | 96 | 30 | 0 | 3.7 | 1.4
COc1ccc(/C=N/NC(=O)CCSc2nc3ccccc3s2)cc1OC | -16 | -2 | 3 | -5 | 95 | 1 | 5 | -3.0 | -0.9
O=C(CCN1CCOCC1)Nc1cc(C(=O)Nc2ccccc2F)ccc1N1CC2CC(C1)c1cccc(=O)n1C2 (stereo not given) | -16 | 24 | -3 | -3 | 101 | 0 | 15 | -0.6 | -1.5
COc1ccc(CNC(=O)c2ccc3nccnc3c2)cc1 | 5 | 3 | -4 | 8 | 98 | -4 | 16 | -1.0 | -2.7
Cc1cccc(N(CC(=O)N/N=C/c2cc([N+](=O)[O-])ccc2Cl)S(C)(=O)=O)c1C | 1 | -34 | 2 | -14 | 104 | -6 | -1 | 0.7 | 2.2
NC(=O)C1(N2CCCCC2)CCN(C2CC(=O)N(Cc3ccc(N4CCCC4=O)cc3)C2=O)CC1 (stereo not given) | -8 | 15 | 5 | 6 | 97 | 4 | -1 | -3.3 | -2.6
NC(=O)COc1ccc(/C=N\NC(=O)CC(=O)NCCc2ccccc2)cc1 | -9 | 33 | 4 | -9 | 110 | -2 | 1 | -3.2 | -2.9
O=C(O)CNC(=O)C(c1ccccc1)c1ccccc1 | -1 | 24 | 1 | -12 | 111 | -5 | 17 | 0.1 | -1.1
